High-throughput results (PubChem BioAssay)
bIAP activator = increases bovine intestinal alkaline phosphatase activity; purified bovine IAP, CDP-star luminescence, 30 min; stronger effect = higher value; fold of DMSO-control signal, blank-subtracted; activation factor at 20 µM; hit rate 0.17% among 200,000;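 active = activation factor of 2 or more at 20 µM, a signal rise over negative controls twice the positive control's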
S1P3 antagonist = blocks the human S1P3 receptor. Q99500. CHO S1P3 NFAT-BLA reporter, FRET fluorescence, antagonist mode. inhibition, % at 4.98 µM. hit rate 0.27% among 170,000;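 active = inhibition above the plate cutoff, the mean inhibition of test wells on that plate plus 3 SD, cut at about 28% in these data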;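 note: cells challenged with S1P at its EC80 of 0.8 µM; blue over green emission ratio from cleaved BLA substrate after 4 h stimulation; 0% = S1P-stimulated wells and 100% = unstimulated DMSO-only wells; some compounds past the cut are filed as inactive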
Target sequence (Q99500 whole entry, looked up): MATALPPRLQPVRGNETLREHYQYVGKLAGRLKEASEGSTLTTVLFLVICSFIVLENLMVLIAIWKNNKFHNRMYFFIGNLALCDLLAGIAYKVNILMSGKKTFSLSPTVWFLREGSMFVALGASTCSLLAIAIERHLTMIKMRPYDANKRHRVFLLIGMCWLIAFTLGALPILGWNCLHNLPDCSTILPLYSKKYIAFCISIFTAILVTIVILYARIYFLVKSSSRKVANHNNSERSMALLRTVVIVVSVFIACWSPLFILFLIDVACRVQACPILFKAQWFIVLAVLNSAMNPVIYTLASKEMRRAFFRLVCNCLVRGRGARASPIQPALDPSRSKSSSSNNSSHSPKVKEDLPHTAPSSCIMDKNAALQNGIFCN
PPARg SRC-3 ag = PPARgamma-driven SRC-3 recruitment agonism; P37231; activation, % at 8 µM; AID 731; biochemical PPARgamma/SRC-3 coactivator recruitment assay; hit rate 0.26% among 200,000; in the data active = activation above about 23%;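 note: 0% = DMSO and 100% = reference agonist; some compounds past the cut are filed as inactive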
TLR4 MyD88 comp = inhibitors of human TLR4-MyD88 binding. HeLa CL3-4 TLR4/MyD88 BLA complementation, FRET ratio. inhibition, % at 8.4 µM. hit rate 0.18% among 200,000. O00206+Q99836; in the data active = inhibition above about 25%;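 note: 0% = vehicle and 100% = reference inhibitor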
ROMK mod = modulators of human ROMK potassium channel; P48048; Tet-inducible ROMK, thallium flux fluorescence; actives lie on both sides; B-score at 10 µM; hit rate 2% among 130,000; AID 1918;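 active = signal ratio slope over the read window, or its plate-corrected B-score, at least 3 SD from the plate mean, either direction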;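 note: B-score of the F/F0 ratio slope over 7 to 12 s after thallium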
Target sequence (P48048 whole entry, looked up): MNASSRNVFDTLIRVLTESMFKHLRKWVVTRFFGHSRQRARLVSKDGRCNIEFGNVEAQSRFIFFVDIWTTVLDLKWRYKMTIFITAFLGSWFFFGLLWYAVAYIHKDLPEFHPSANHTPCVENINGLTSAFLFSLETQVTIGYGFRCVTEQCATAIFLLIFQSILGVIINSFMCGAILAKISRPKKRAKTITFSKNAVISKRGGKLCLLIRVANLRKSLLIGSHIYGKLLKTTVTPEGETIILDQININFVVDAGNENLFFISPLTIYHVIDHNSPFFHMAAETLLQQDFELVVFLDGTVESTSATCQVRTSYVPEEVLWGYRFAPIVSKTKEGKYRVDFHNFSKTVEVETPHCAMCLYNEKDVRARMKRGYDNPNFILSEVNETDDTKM
TR-FRET SRC-2 ct = counter-screen for PPARgamma SRC-2 recruitment agonists: TR-FRET artefact; stronger effect = higher value; TR-FRET ratio at 8 µM; hit rate 0.4% among 200,000; AID 1049; in the data active = TR-FRET ratio above about 2000; note: inactives centre near 1500; reference of the scale not given here
PPARg SRC-1 ag = agonists of human PPARgamma SRC-1 coactivator recruitment | P37231 | PPARgamma-SRC-1 coactivator recruitment biochemical assay | activation, % at 8 µM | hit rate 0.41% among 200,000 | AID 631; in the data active = activation above about 19%;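 note: 0% = DMSO and 100% = reference agonist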
bIAP inh = blocks bovine intestinal alkaline phosphatase activity; purified bovine IAP, CDP-star luminescence, 30 min; inhibition, % at 20 µM; 190,000 tested, under 10 active;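 active = over 50% inhibition of intestinal alkaline phosphatase at 20 µM in the single-dose screen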
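System: purified bovine intestinal alkaline phosphatase (IAP) enzyme; Input: IAP diluted 1/65,000,000 in the well; Measured by: CDP-star luminescence signal; Compound dosing: 20 µM single dose; Incubation: 30 min reaction at room temperature.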
PPARg SRC-2 ag = agonists of SRC-2 recruitment by human PPARgamma. PPARgamma LBD-SRC-2 recruitment, biochemical. activation, % at 8 µM. hit rate 0.34% among 200,000; in the data active = activation above about 22%;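 note: 0% = vehicle and 100% = reference agonist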
L major viab = reduces viability of Leishmania major promastigotes | resazurin fluorescence viability | inhibition, % at 10 µM | hit rate 9% among 200,000; in the data active = inhibition above about 50%;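 note: promastigotes grown with compound for 44 hours at 28 °C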
DTT redox prof = compounds producing H2O2 with reducing agent – biochemical, NIH compound library profiling, artefact control for MLSCN library redox annotation, primary screen | DTT-dependent redox cycling H2O2, phenol red/HRP absorbance; 100% = 100 µM peroxide control, 0% = buffer | activation, % at 10 µM | hit rate 0.03% among 200,000;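 active = activation of at least 50% relative to the plate's high and low controls in the primary single-dose screen; inactive = activation below 50%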;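 note: compound incubated with DTT at 0.8 mM final as the reducing agent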
Starred values were filed as active, the others as inactive; nt = no result given.

Values run as follows: bIAP activator, S1P3 antagonist, PPARg SRC-3 ag, TLR4 MyD88 comp, ROMK mod, TR-FRET SRC-2 ct, PPARg SRC-1 ag, bIAP inh, PPARg SRC-2 ag, L major viab, DTT redox prof
> NS(=O)(=O)c1cccc(NC(=O)COC(=O)COc2ccc3ccccc3c2)c1
  1, -5, 6, -9, -0.86, 1551, -4, 1, -1, -12, -0.3
> S=C(N/N=C/c1ccccc1Cl)Nc1ccccc1
  0.9, nt, 8, 11, nt, 1430, 7, 6, 6, -3, 6.1
> CCn1cc(C(C)NC(=O)Nc2ccccc2C(=O)OC)c(C)n1 (stereo not given)
  1.1, -5, 2, 4, -2, 1624, 5, -5, -4, -6, -0.2
> c1cnc(SCCOc2cccc3ccccc23)nc1
  0.8, nt, -2, 0, -1.2, 1363, 0, 22, -2, 3, 0.1
> O=C(N/N=C/c1coc2ccccc2c1=O)c1cc(O)cc(O)c1
  1, -4, 5, 5, -0.33, 1539, -4, 0, -1, -3, 0.1
> O=C1Nc2ccc(Br)cc2C1(O)Cc1ccncc1 (stereo not given)
  0.9, 6, 6, -4, 0.13, 1752, 2, 8, 1, -5, 2.9
> COc1ccc(Nc2nccc(N(C)C)c2C#N)cc1
  1, -31, 2, -2, 0.64, 1513, 6, 4, 3, -4, -0.9
> Cc1cc(C(=O)Nc2sc3c(c2C#N)CCC3)no1
  0.9, 20, 0, -3, 1, 1672, 2, 9, 6, -10, 0.8
> COc1ccc(CN(C)C2CCCCC2)c(C)c1C
  1.1, nt, -7, 8, -4*, 1305, -4, -13, 2, 50, 0.1
> CC(C)(C)c1ccc(CN2C(=O)CSC2=O)cc1
  1, 17, 0, -4, 0.42, 1781, 0, 0, -2, -1, -1.7
> CNC(=S)N/N=C1\C(=O)c2cccc3cccc1c23
  1, nt, -11, -5, nt, 1504, 2, -1, 3, 37, 4.0
> O=C(COC(=O)c1ccc(S(=O)(=O)NCc2ccco2)cc1)NC1CCCCCC1
  0.9, nt, -1, -14, -1.2, 1509, 5, 6, 4, -6, 0.2
> COC(=O)C1(S(=O)(=O)c2cccc3nsnc23)CC1
  0.9, 22, -2, -2, nt, 1573, 6, 13, 8, -6, -2.9
> OC(COCC1COc2ccccc2O1)CN1CCN(c2ccccc2F)CC1 (stereo not given)
  1, nt, 9, -5, nt, 1629, -4, 2, 2, 65*, -7.8
> CC(C)(C)c1ccc(OCc2nc(-c3ccccn3)no2)c(Br)c1
  1, -15, 9, -6, nt, 1515, 4, 3, 6, 21, -1.7
> CC(C)NC(=O)CC(=O)N/N=C/c1cccs1
  0.9, -33, 0, -6, 0.15, 1391, 4, 6, -5, 3, 0.0
> COC(=O)C(NC(=O)c1ccccc1)(Nc1nccs1)C(F)(F)F (stereo not given)
  1, nt, 8, 14, -0.52, 1410, 9, -2, 4, 6, -0.4
> CCCn1c(C)nc2c(c1=O)c1nc3ccccc3nc1n2CCC1=CCCCC1
  1, -5, 6, -7, -1.9, 1556, -7, -1, 3, 28, 0.2
> CCCn1nnc(NC(=O)c2cccc(OCC)c2)n1
  0.9, -10, -15, -7, 0.082, 1642, -4, 7, 0, 7, 1.2
> CC(=O)Nc1ccc(-c2csc(Nc3ccc(Cl)cn3)n2)cc1
  1, -11, 4, -3, -0.8, 1863, 7, -1, 12, 59*, 0.1
> COc1cc(N/C=C(\C(C)=O)c2ccccc2)cc(OC)c1
  1, nt, -2, 6, nt, 1473, -4, -2, 0, -5, 1.8
> CCOC(=O)C(Sc1nn(C)c(=S)s1)C(C)=O (stereo not given)
  0.9, nt, 9, 5, -0.34, 1409, 1, 5, 3, -9, 0.1
> CCOC(=O)Cc1c(C)nc2cc(-c3ccc(C)cc3)[nH]n2c1=O
  0.9, 3, 1, 6, 0.61, 1580, 4, 8, 7, -8, 0.7
> Cc1ccc(S(=O)(=O)N2CCN(C(=O)/C=C/c3ccco3)CC2)cc1
  0.9, 2, -4, 1, nt, 1751, 4, 10, 10, 1, 0.6
> COc1cccc(C2C=C(c3ccc(Br)s3)Nc3ncnn32)c1OC (stereo not given)
  1, 13, 17, 21, nt, 2137*, 33*, -3, 27*, -4, -0.6
> Cc1ccc(C(=O)NC(=S)NCC2CCCO2)cc1 (stereo not given)
  1, nt, -6, -14, -0.25, 1508, 2, -1, 6, 8, 3.0
> O=C1CC(N2CCC(c3nc4ccccc4s3)CC2)C(=O)N1 (stereo not given)
  1, 4, 18, -8, 1, 1869, 0, 5, 10, 2, 1.1
> O=C(O)c1n[nH]c2ccccc12
  0.8, nt, -7, 0, nt, 1359, -8, 19, -3, -4, -0.3
> COc1ccc(/C=C(/C#N)C(=O)Nc2ccc(C)cc2C)cc1C(=O)O
  0.9, nt, 4, 12, nt, 1578, 9, 8, -1, 0, 0.3
> Cc1ccc(Oc2cc([N+](=O)[O-])cc3c2C(=O)Nc2ccccc2O3)cc1
  0.8, 21, -1, 10, 0.8, 1477, -4, 21, 5, 4, -0.6
> COC(=O)c1ccc2c(=O)n(CCCN3CCOCC3)c(=S)[nH]c2c1
  0.9, -2, 10, -8, 0.74, 1559, 3, 6, 7, 3, -0.6
> CCc1c(C)nc2cc(-c3ccc(OC)c(OC)c3)nn2c1NCC1CC1
  1.2, nt, -5, 3, -2.8, 1473, 2, -21, -4, 101*, -0.1
> O=C(NCC1CCCO1)C1CCN(S(=O)(=O)c2cccc3cccnc23)CC1 (stereo not given)
  1, -6, 4, 1, nt, 1633, 7, -4, 5, -6, -0.3
> O=[N+]([O-])c1ccc(N2CCOCC2)c(S(=O)(=O)N2CCOCC2)c1
  0.9, 7, 7, -10, -0.12, 1430, 10, 5, 9, 6, -1.0
> CCC(=O)OCC(=O)Nc1cc([N+](=O)[O-])ccc1OC
  1.1, 10, 4, -19, 0.82, 1506, 8, -6, 6, -2, -1.1
> O=C(NC(=S)Nc1ccc(S(=O)(=O)N2CCCCC2)cc1)c1ccccc1
  0.7, nt, 7, -18, 2.8*, 1607, 2, 32, 10, -3, -0.2
> CCO[C@H]1OC(C(=O)NCc2ccccc2)=C[C@@H](C2CCCCC2)[C@@H]1CCCO
  1.2, -2, -6, -7, nt, 1451, -6, -16, -6, 8, 4.9
> S=c1[nH]nc(CCc2ccccc2)n1Cc1ccccc1
  0.8, nt, -1, 1, nt, 1663, 4, 17, 11, -1, -3.7
> O=C(Cn1nnc2ccccc21)Nc1ccc(Cl)cn1
  1, -4, 4, -13, 0.74, 1373, 2, 2, 10, -1, 0.3
> CCOC(=O)c1cccc(-c2ccc(C=O)o2)c1
  1.1, -11, 1, 5, nt, 1662, 13, -10, 10, 6, 0.6
> Cc1cccc2c(C(=O)Nc3ccc(Br)cc3)cc(-c3ccccn3)nc12
  0.9, -14, -6, 17, -1.2, 1253, -3, 12, -5, -1, 0.5
> CC(C)(C)Nc1nc(Oc2ccc(=O)n(-c3ccccc3)n2)nc(N2CCOCC2)n1
  1, 9, -3, 4, 0.77, 1520, 5, -2, 4, 3, -5.2
> NC(=O)C1CCN(CC(=O)NC2CCCc3ccccc32)CC1 (stereo not given)
  0.9, 10, -1, 15, 0.21, 1543, 0, 7, 12, -8, -0.2
> C/C(Nc1ccc(Cl)cc1)=C(/C#N)C(N)=O
  0.9, nt, -1, 3, 1.6, 1479, 2, 10, -2, -1, 0.3
> CC(C)c1ccc(NC(=S)NC2CCN(Cc3ccccc3)CC2)cc1
  1, 12, -3, 3, -1.6, 1480, -5, 0, 1, 92*, -0.3
> O=c1oc2c3c4c(cc2s1)CCCN4CCC3
  0.7, nt, 12, -10, -2.8, 1550, 4, 26, 5, 2, -0.8
> CC1=NN(C(=O)CSCc2ccccc2)C(O)(c2ccc(Cl)cc2)C1 (stereo not given)
  0.8, -15, 2, -65, -0.62, 1597, 11, 23, 4, -2, 0.1
> Cn1c(=O)[nH]c(=O)c2c1nc(CN1CCN(c3cccc(Cl)c3)CC1)n2CCc1ccccc1
  1, 7, 17, 2, -0.58, 1636, -2, -3, 8, 16, -1.9
> O=C(CCCn1c(=O)c2ccccc2n(Cc2ccccc2)c1=O)NCc1ccco1
  1.1, 11, -3, 9, -0.039, 1675, 3, -6, 0, 19, -0.2
